mcGAS MS inh = blocks mouse cGAS cGAMP production. Q8C6L5. recombinant mouse cGAS, cGAMP by RapidFire MS. inhibition, % at 12.5 µM. 130,000 compounds, 0.18% hits;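 active = inhibition of cGAS enzyme activity at or above 60%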;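 also: enzyme stimulated by 45 bp dsDNA with ATP and GTP substrates; cGAMP share of summed cGAMP plus half ATP and half GTP signals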
Target sequence (Q8C6L5 whole entry, looked up): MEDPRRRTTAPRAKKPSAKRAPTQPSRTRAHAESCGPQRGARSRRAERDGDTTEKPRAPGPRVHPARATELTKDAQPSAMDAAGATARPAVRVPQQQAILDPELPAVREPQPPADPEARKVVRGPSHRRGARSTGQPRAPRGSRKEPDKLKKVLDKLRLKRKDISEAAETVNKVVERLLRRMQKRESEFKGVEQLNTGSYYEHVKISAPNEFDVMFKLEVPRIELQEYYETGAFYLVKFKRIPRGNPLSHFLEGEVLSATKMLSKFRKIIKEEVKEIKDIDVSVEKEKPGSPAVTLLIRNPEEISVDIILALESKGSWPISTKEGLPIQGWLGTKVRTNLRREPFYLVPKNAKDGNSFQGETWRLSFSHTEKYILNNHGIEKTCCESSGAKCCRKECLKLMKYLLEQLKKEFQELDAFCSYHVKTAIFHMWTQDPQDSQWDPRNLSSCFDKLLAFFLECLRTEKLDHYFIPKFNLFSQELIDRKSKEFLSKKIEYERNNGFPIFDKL
Numbers without * were called inactive; & = joins results of further samples. An excerpt (hit frequency here may not be typical).

SMILES	mcGAS MS inh
CCCCC1C(=O)N(C)CCN1C(=O)c1ccc(=O)[nH]c1 (centres undefined)	-7
COc1ccccc1/C=C/C1=NC(=C\c2ccc(OC)c(OC)c2OC)/C(=O)O1	-8
CCOC(=O)c1ccc(NCc2ccc3c(c2)CCCN3C)nc1	-3
CC1CCC2(CC1)NC(=O)N(NC(=O)CSc1nnc3n1CCCCC3)C2=O (centres undefined)	-9
CC#CCN1CCc2nc3ccccc3c(C(=O)N3CCCC(CO)C3)c2C1 (centres undefined)	-11
Cc1cc(C)n(C2CN(C(=O)C3(N(C)C)Cc4ccccc4C3)C2)n1	-14
O=S(=O)(NC1CCCN(c2ncccn2)C1)c1ccc(Cl)cc1F (centres undefined)	-8
CCC(C)c1ccc(C(NS(=O)(=O)c2ccc(C(N)=O)cc2)C(C)C)cc1 (centres undefined)	1
Cc1ccc(C(C)(C)CNC(=O)NC(C)c2nncn2C)cc1 (centres undefined)	-4
Nc1cc(S(=O)(=O)C(F)F)ccc1Cl	0
O=c1cc(-c2ccncc2)nc(-c2ccc(CN3C[C@H]4CC[C@H]3C4)cc2)[nH]1	-10
O=C(NN=C1CCCC1)C1CCN(S(=O)(=O)c2cccs2)CC1	-7
CN(C)c1ccc(C(=O)NCCCOCC2CCOC2)cc1 (centres undefined)	3
c1ccc(CN2CCCC3(CCCN(Cc4cc5n(n4)CCNC5)C3)C2)cc1 (centres undefined)	-11
Cc1ccc(F)c(C(=O)N2CCn3cncc3C2)c1F	-19
CC(C)(C)OC(=O)N1CCC(O)(C(F)(F)F)C1 (centres undefined)	-4
COCCC1(CNS(=O)(=O)N(C)C)CCCC1	-2
CSc1ccc(CN2CCC2(C)C(=O)NCc2cccnc2)cc1 (centres undefined)	-3
O=[N+]([O-])c1ccccc1CN1CCC(N(c2ccc(F)cc2)S(=O)(=O)c2ccccc2)CC1	-7
CNc1cccc(-c2cncc3ccccc23)n1	2
CC(C)CC(=O)C(C#N)C(=O)Nc1ccccc1 (centres undefined)	0
Cn1c(=O)[nH]c(=O)c2c1nc(NCCc1ccccc1)n2Cc1ccccc1Cl	-8
COc1ccc(CCCNC(=O)c2ccc(N3CC[C@H](O)C3)nc2)cc1	-5
Cc1nc(C)c(CN2CCCC(C(=O)Nc3cccc(-n4cnnn4)c3)C2)nc1C (centres undefined)	-3
CN1CCOC(C(=O)N(CCC(F)(F)F)C2CCCCC2)C1 (centres undefined)	-51
(list continues)
SMILES	mcGAS MS inh
CCn1c(C)cc(O)c(C(c2ccc(Cl)cc2)N2CCN(c3ccc(F)cc3)CC2)c1=O (centres undefined)	-8
Cc1noc(C)c1CC(=O)N1CCCC(Nc2ccc3c(c2)OCCO3)C1 (centres undefined)	-7
Cc1ccccc1N1CCN(C2CCCN(C(=O)CCc3ccccc3)C2)CC1 (centres undefined)	-5
O=C(C=Cc1cccs1)NC12CC3CC(CC(C3)C1)C2	-10
COCCN1CCC(NC(=O)CCc2ccc(F)cc2)C1 (centres undefined)	-3
CCCN(C)C(=O)c1ccnc(Br)c1	-10
COc1ccc(NC2CCCN(C(=O)c3ccc4nc(C)c(C)nc4c3)C2)cc1OC (centres undefined)	-10
COc1cc(C(C)=O)ccc1OCC(O)Cn1nc(C)c(C)c1C (centres undefined)	-11
COc1ccc(OCc2coc(-c3ccccc3)n2)c([N+](=O)[O-])c1	0
COc1ccccc1SC(C)C(=O)NC(N)=O (centres undefined)	-6
O=C(CCc1nc2ccccc2s1)NCCCc1nc2ccccc2s1	-4
O=C(NCCC(O)C(F)(F)F)C1CC2CCC1C2 (centres undefined)	-11
Cc1nn(Cc2ccc(C(=O)N/N=C/c3c(Cl)cccc3Cl)o2)c(C)c1Cl	-5
C=C(C)COc1ccccc1C(=O)N1CCc2[nH]nc(C(C)C)c2C1	-2
O=C(CN1CCC(NC(=O)C2CC2c2ccccc2Cl)CC1)Nc1ccccc1 (centres undefined)	-22
Cc1cc(C)c(C#N)c(SCCSc2nc(C)cc(C)c2C#N)n1	1
CCCCCn1c(=NC(=O)c2ccco2)c(C#N)cc2c(=O)n3ccccc3nc21	-3
CC1(C)Cc2c(c(N3CCCC3)nc3sc4c(NCCN5CCOCC5)ncnc4c23)CO1	2
CC(=O)NC1(C(=O)N(C)CCc2ccccn2)CCC(C)CC1 (centres undefined)	-1
O=C1OCC(c2ccccc2)=C1c1ccccc1	-5
Cc1cc(C(C)NC(=O)c2cccnc2NC2CCCC2)c(C)o1 (centres undefined)	-5
O=S1(=O)c2cccc3cccc(c23)N1Cc1cccc(Br)c1	-5
Cc1cccn2c(CN3CC=CC3CO)c(C(=O)N(C)CCc3ccccc3)nc12 (centres undefined)	-5
Cc1nonc1CN(C)S(=O)(=O)NCc1ccccc1	6
O=c1c2cnn(C3CCS(=O)(=O)C3)c2ncn1Cc1ccccc1 (centres undefined)	-5

3 of the entries above in order of the mcGAS MS inh value, smallest number first.
SMILES	mcGAS MS inh
CCCN(C)C(=O)c1ccnc(Br)c1	-10
O=c1c2cnn(C3CCS(=O)(=O)C3)c2ncn1Cc1ccccc1 (centres undefined)	-5
Cc1nonc1CN(C)S(=O)(=O)NCc1ccccc1	6

Further results:
SMILES	mcGAS MS inh
O=C(CCc1ncc(-c2ccc(F)cc2F)o1)N1CCN(S(=O)(=O)c2ccc(F)cc2)CC1	-9
O=C(C1CCN(c2nccc(CCC(F)(F)F)n2)CC1)N1CCOCC1	5
Cc1cc(C)c(NC(=O)CN2CC(C(=O)N3CCCCC3)Oc3ccccc32)c(C)c1 (centres undefined)	-7
Cc1cc(=O)n(C)c2nc(-c3cccs3)cc(C(F)(F)F)c12	9
CCc1nc(C)c(C(=O)N2CCOC(Cc3ccc(F)cc3)C2)o1 (centres undefined)	-6
O=C(O)[C@H]1C[C@H](C(=O)NCc2ccccn2)CN(Cc2ccc(F)cc2F)C1	-13
CN1CCN(C(C)(C)CNC(=S)Nc2ccc(Cl)cc2Cl)CC1	-3
Cc1cc(C)c(C#N)c(SCC(=O)N2CCN(C(=O)c3ccco3)CC2)n1	-3
Cc1ccc(NC(C)(C)C(=O)N[C@H]2C[C@H]3C(=O)NCC(=O)N3C2)cc1	-15
CCOC(=O)c1nn(-c2ccc(C)cc2)c(=O)cc1N1CCN(c2ccccc2OC)CC1	-12
O=C(O)CCC(=O)Nc1ccc(S(=O)(=O)Nc2nccs2)cc1	3
CC(Oc1ccccc1C#N)C(=O)Nc1cccc(C(F)(F)F)c1 (centres undefined)	-13
CCOc1ccccc1CN1CCN(Cc2ccn[nH]2)CC1CCO (centres undefined)	-9
CCOc1ccc(C(=O)Nc2n[nH]c(S(C)(=O)=O)n2)cc1C	7
Cc1nc(Cc2ccccc2)sc1C(=O)n1ncc(C#N)c1N	3
CN(Cc1ccc(Cl)c(Cl)c1)Cc1ncc(C(C)(C)C)o1	-50
O=C(c1cccc2ccccc12)C1CCCN(C(=O)CCC(F)(F)F)C1 (centres undefined)	4
CC(NC(=O)COC(=O)c1cccnc1N1CCCC1)c1ccccc1 (centres undefined)	-7
CC1(NC(=O)Cc2csc3nc(-c4ccc(F)cc4)cn23)CCS(=O)(=O)C1 (centres undefined)	3
Cc1ccsc1[C@@H]1CCN(C(=O)c2ccc(-n3cnnc3)cc2)C[C@H]1O	-13
COc1cc(OC)cc(C(=O)NCC2CCCN(C/C=C/c3ccccc3OC)C2)c1 (centres undefined)	-4
Cc1ccccc1NC(=O)N1CCC(n2cc(Cc3ccccc3)nn2)CC1	-2
CCCCC(=O)N1CCN(c2nc(C)cc(Nc3ccc(C)cc3)n2)CC1	-4
COc1cccc(CC2(CO)CCNCC2)c1	-39
Fc1cccc(C2=NC3(CCCC3)NC2=S)c1	-8
(listing goes on)
SMILES	mcGAS MS inh
CC(=O)Nc1ccc(SCc2cccnc2)nn1	7
CCOc1cc(C(=O)Nc2nncs2)cc(OCC)c1OCC	-2
Cc1nc(-c2nccc(-c3cc(C(=O)O)ccn3)n2)cs1	-3
Cc1ccc(NS(=O)(=O)c2ccsc2C(=O)N2CCCC2)cc1	-17&-16
COc1ccc(-n2nc(-c3ccccc3)cc2C(=O)O)cc1	0
Cc1cc(C)c(NC(=O)NC2CCCS(=O)(=O)C2)c(C)c1 (centres undefined)	-2
Cc1nsc(N)c1C(=O)O	-6
Cc1ccc2nc(SCc3cn4cccc(C)c4n3)[nH]c2c1	-7
CCOC(=O)C(CC)Sc1nc2c(c(=O)[nH]c(=O)n2C)n1CC(O)COc1ccc(Cl)cc1 (centres undefined)	-1
CCOC(=O)N1CCC2(CC1)N=C(N)Nc1nc3cc4c(cc3n12)OCCCO4	20
CCCCCCCCCCCC[N+](C)(C)CCOc1ccccc1	9
CCOC(=O)c1ccccc1NC(=O)c1cc2n(n1)C(C(F)(F)F)CC(c1ccccc1)N2 (centres undefined)	-13
Cc1nc2n(c(=O)c1CCN1CCC(c3noc4cc(F)ccc34)CC1)CCCC2	-16&4
COc1ccc(Cn2ccnc2CNCC2CC2)cc1	-5
O=[N+]([O-])C([N+](=O)[O-])=S(c1ccccc1)c1ccccc1	0
O=C(CSc1nc2c(c(=O)n1-c1ccccc1)SCC2)N1CCCCCC1	-6
COC(=O)CCc1ccc(OCC(O)CNC(C)C)cc1 (centres undefined)	7
CCOC(=O)C1CCc2sc3ncnc(Cl)c3c21 (centres undefined)	1
CCOc1ncccc1C(=O)NC1CCSc2ccc(F)cc21 (centres undefined)	-8
O=C(NCc1nnnn1C1CCCCC1)NC1CCCCC1	-1
COc1ccc2cc(C(=O)C3CCCN(CCCn4nnnc4C)C3)ccc2c1 (centres undefined)	-17
CC1CN(Cc2ccno2)CC(C)S1 (centres undefined)	2
COc1ccc(OC)c(CNC(=O)c2c(N)nc3sc4c(c3c2C(F)(F)F)CCC4)c1	-5
CCN(CC)CCCC(C)NCc1nnc(-c2ccc(Cl)cc2)o1 (centres undefined)	-1
Cc1nc(-c2ccccc2)sc1C(=O)Nc1c(C)nc2c(C)cccn2c1=O	-16
Continued.
SMILES	mcGAS MS inh
O=P(CCN1CCCCC1)(CCN1CCCCC1)c1ccccc1	51
O=c1c2cc(Br)ccc2ncn1Cc1ccc(F)cc1Cl	-8
CCC1(c2ccc(F)cc2)NC(=O)N(CC(=O)c2cc(C)n(Cc3ccco3)c2C)C1=O (centres undefined)	-9
CC(Oc1ccccc1)C(=O)N1CCC(CCC(=O)Nc2ccccc2)CC1 (centres undefined)	-2
Cc1ccc(F)c(CN(C)Cc2cnn(C)c2C)c1F	1
Cc1cc(CC(=O)NC2CCN(CC3CCCO3)CC2C)no1 (centres undefined)	0
CCOC(=O)CSc1ncc(-c2ccccc2)c(-c2ccccc2)n1	-14
CC(C)c1cnc(CN(C)S(=O)(=O)C(C)C)o1	-7
COc1ccc2c(c1OC)CN(C(=O)c1ccccc1-n1nc(C)cc1C)CC2	3
COc1ncccc1C(=O)N1CCC(N2CCCC(C(=O)NC3CC3)C2)CC1 (centres undefined)	-11
O=C(NCCOc1ccc(F)cc1)c1ccoc1	-2
CCN(CC)C(=O)Nc1ccc(F)cc1OC(F)F	3
COC(C)c1cccc(-c2cnc(-n3cnnc3)c(C)c2)c1 (centres undefined)	-34&8
Cc1noc(C)c1C1CCCN1Cc1ccc2c(c1)OCCO2 (centres undefined)	2
O=C(CC1Oc2ccccc2NC1=O)OCc1ccc(C(F)(F)F)cc1 (centres undefined)	-2
Cc1c(C(=O)NN2CCCCC2)nn(-c2ccc(Cl)cc2Cl)c1-c1ccc(I)cc1	-14
Cn1c(=NN=C2CC3CC=CC23)sc2ccccc21 (centres undefined)	-1
CCOc1ccccc1OCC(=O)Nc1cc(C(N)=O)[nH]n1	3
COc1cc(OC)cc(-c2n[nH]c(=S)n2-c2ccc(C)cc2)c1	-3
COc1c(Cl)cc(C(=O)Nc2c(C(C)C)n(C)n(-c3ccccc3)c2=O)cc1Cl	-9
CCN(/C=C1/CCCCC1=O)C1CC2CCC1C2 (centres undefined)	-2
CCCC(C)NC(=O)c1cc(C)nc2ccccc12 (centres undefined)	-13
Cc1n[nH]c(C)c1S(=O)(=O)Nc1ccc2c(c1)OCCO2	-10
CCc1ccc(NC(=O)C(C)S(=O)(=O)CC2CCOCC2)cc1 (centres undefined)	-5
Cn1ccnc1CN(C(=O)C1CCN(Cc2ccccc2)CC1)C1CC1	-4
Next part:
SMILES	mcGAS MS inh
CC(C)c1nc(CCCN(C)C)n(-c2cccc(Cl)c2)n1	-9
Cc1cccc(NC(=S)NNC(=O)CCn2nc(C)c(Br)c2C)c1	-5
c1ccc(CCCN2CCCCC2c2ncc[nH]2)cc1 (centres undefined)	-12
N#CCc1cccc(C(=O)NCCc2nc(-c3ccccn3)cs2)c1	-58
CCCC(=O)Nc1cccc(CN2C(=O)C(C)NC2=S)c1 (centres undefined)	-5
CCCn1nc(C(=O)Nc2ccccc2-n2cccn2)ccc1=O	-6
C=Cc1cccc(CN2CCN(C)C3(CCN(C)CC3)C2)c1	-13
CCCNC(=O)C1(C)CCN1C(=O)Cc1ccc(C(C)C)cc1 (centres undefined)	-12

Gathered by group: the compounds so far with a Cl atom
SMILES	mcGAS MS inh
O=S(=O)(NC1CCCN(c2ncccn2)C1)c1ccc(Cl)cc1F (centres undefined)	-8
Nc1cc(S(=O)(=O)C(F)F)ccc1Cl	0
Cn1c(=O)[nH]c(=O)c2c1nc(NCCc1ccccc1)n2Cc1ccccc1Cl	-8
CCn1c(C)cc(O)c(C(c2ccc(Cl)cc2)N2CCN(c3ccc(F)cc3)CC2)c1=O (centres undefined)	-8
Cc1nn(Cc2ccc(C(=O)N/N=C/c3c(Cl)cccc3Cl)o2)c(C)c1Cl	-5
O=C(CN1CCC(NC(=O)C2CC2c2ccccc2Cl)CC1)Nc1ccccc1 (centres undefined)	-22
CN1CCN(C(C)(C)CNC(=S)Nc2ccc(Cl)cc2Cl)CC1	-3
CN(Cc1ccc(Cl)c(Cl)c1)Cc1ncc(C(C)(C)C)o1	-50
CCOC(=O)C(CC)Sc1nc2c(c(=O)[nH]c(=O)n2C)n1CC(O)COc1ccc(Cl)cc1 (centres undefined)	-1
CCOC(=O)C1CCc2sc3ncnc(Cl)c3c21 (centres undefined)	1
CCN(CC)CCCC(C)NCc1nnc(-c2ccc(Cl)cc2)o1 (centres undefined)	-1
O=c1c2cc(Br)ccc2ncn1Cc1ccc(F)cc1Cl	-8
Cc1c(C(=O)NN2CCCCC2)nn(-c2ccc(Cl)cc2Cl)c1-c1ccc(I)cc1	-14
COc1c(Cl)cc(C(=O)Nc2c(C(C)C)n(C)n(-c3ccccc3)c2=O)cc1Cl	-9
CC(C)c1nc(CCCN(C)C)n(-c2cccc(Cl)c2)n1	-9
